Bioassay records (PubChem BioAssay)
INS-1E GSIS act: primary screen for activators of insulin secretion dependent on glucose, INS-1E cells, GLuc reporter luminescence; INS-1E GLuc reporter insulin secretion, 2-3 h; activation, % at 16.6 µM; 0.61% of 370,000 active; AID 743287;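 active = lowest replicate activation of at least 40%, so every replicate reaches that level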;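 also: 0% = median of neutral control wells and 100% = median of IBMX positive control wells; some compounds called inactive have numbers as strong as hits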
Cneo AK release: Cryptococcus neoformans lysis via adenylate kinase release | C. neoformans lysis, adenylate kinase release luminescence, 4 h; normalised: neutral wells 0, clomiphene wells 100 | lysis activity, % at 15 µM | 0.2% of 360,000 active;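 active = mean lysis activity across replicates of at least 80%, whatever share of replicates individually reach that level; inactive = mean lysis activity below 80%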
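Schedule: static 4 h at 37 °C with compound, 1 h detection; system: C. neoformans cells; benchmarks: Clomiphene as positive control; buffer or medium: fresh YPD medium; measure: luminescence rise reflecting yeast cell lysis; measured by: luminescent adenylate kinase detection reagent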
FN deposition inh: fibronectin deposition inhibition; AH1F fibroblasts, Alexa488-fibronectin deposition fluorescence, overnight; 0.086% of 350,000 active; inhibition, % at 12.6 µM; AID 743247;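 active = mean inhibition across replicates of 30% or more, regardless of how many single replicates reach that level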;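 also: positive control wells lacked labelled fibronectin entirely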
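test system = AH1F fibroblasts assembling fluorescent fibronectin matrix | quantity = 10000 AH1F cells per well | buffer or medium = DMEM plus 2% serum, read in PBS | doses = single dose, pinned | incubation = 1 h cell attachment, overnight exposure to compound and label | detection = fluorescence at 485 nm excitation, 525 nm emission | read-out basis = inhibition from reduced deposited-fibronectin fluorescence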
PglD inh: inhibitors of Campylobacter jejuni PglD acetyltransferase; purified PglD enzyme, DTNB colorimetric CoA detection; inhibition, % at 12.5 µM; 0.098% of 360,000 active; AID 602405; in the data active = inhibition above about 16%, passing the limit was not always enough; also: strong numbers were not always called active
C2C12 statin: protects C2C12 myotubes from simvastatin toxicity; 0.78% of 330,000 active; AID 602340; rescue of ATP level, % at 7.49 µM; ATP luminescence, 48 h; scaled: DMSO 0, geranylgeraniol control 100;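 active = mean ATP rescue above about 67%, or every replicate alone reaching that limit, limit read from the data, passing the limit was not always enough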;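 also: myotubes were challenged with 10 µM simvastatin during compound exposure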
CFTR F508del cor: CFTR F508del correction in bronchial cells; 0.36% of 350,000 active; AID 720511; activity (quench increase), % at 7.58 µM; CFBE cells, YFP halide quenching; stimulated with forskolin plus potentiator P3; % fluorescence drop versus neutral controls;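 active = mean added fluorescence quench of at least 8% versus neutral control, with both replicates also reaching 8%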;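 also: cells transiently co-express mutant CFTR-F508del with the halide-sensitive YFP; corrector assay measuring rescue of mutant channel to the surface after 24 h compound exposure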
miR122 inh: inhibitors of miR-122 in Huh7 cells; activation (reporter increase), % at 12.5 µM; Huh7 miR-122 Renilla luciferase sensor, 48 h; neutral wells = 0, positive control = 100; AID 602342; 0.3% of 340,000 active;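 active = mean replicate activation score at least 90 and every replicate individually at or above 90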;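 also: higher luciferase means less miR-122 activity so hits act as miR-122 inhibitors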
PGC1a acetyl inh: modulators of PGC1a acetylation. U2OS PGC1a acetylation, AlphaScreen anti-acetyl-lysine; with virally co-expressed GCN5 acetyltransferase. 0.17% of 350,000 active. inhibition, % at 15.6 µM;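 active = every replicate shows inhibition of at least 40%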;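 also: 0% = neutral control wells and 100% = positive control wells; some results beyond the cut were filed as inactive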
* hit, by the source's call; x = no result given; [ ] = dose if it differs, or a comment.

SMILES	INS-1E GSIS act	Cneo AK release	FN deposition inh	PglD inh	C2C12 statin	CFTR F508del cor	miR122 inh	PGC1a acetyl inh
CCOc1ccc2oc(C(=O)NC3CC(C)(C)NC(C)(C)C3)c(C)c2c1	10	-1	-1	20	-14	-0.6	x	7
Nc1ncnc2c1ccn2[C@H]1CN(Cc2ccc3c(c2)OCO3)C[C@@H](COC(=O)c2ccccc2)O1	4	0	5	0	-6	-2.7	-3	7
O=C(CCNS(=O)(=O)c1ccc(Cl)cc1)N1CCOCC1	12	0	x	4	1	1.6	x	x
CO[C@H]1CN(C)C(=O)c2cc(NC(C)=O)ccc2OC[C@@H](C)N(C(=O)Cc2ccccn2)C[C@H]1C	-5	-4	0	-2	-9	-2.2	x	1
COc1ccc(CCC(=O)NC(C)C2CCCO2)cc1 (stereo not drawn)	2	-1	6	1	2	-0.5	x	x
Cc1ccc(NC(=O)c2cccc(-n3cnnn3)c2)cc1Cl	10	-1	-4	4	4	-1.7	x	x
Cc1nc2ccc(Br)cn2c1NC(C)(C)C	23	0	7	-2	-2	x	-11	8
CC(C)NC(=O)N(C)C[C@@H]1Oc2ncc(C#CCc3ccccc3)cc2C(=O)N([C@H](C)CO)C[C@@H]1C	-5	59	3	9	1	-0.6	-7[16.7 µM]	x
CC(C)Oc1ccc(N2CC(C(=O)OCC(=O)NCc3ccccc3)CC2=O)cc1 (stereo not drawn)	x	0	x	3	-3	x	2	-3
O=C(CCc1ccccc1)NC1CCS(=O)(=O)C1 (stereo not drawn)	23	-1	5	-3	-3	-4.7	x	x
CCOC(=O)c1[nH]c(C)c(CN(CCc2ccccc2)S(C)(=O)=O)c1C	9	0	-16	0	11	-3.2	1	-24
CCCNC(=O)CSc1nc(Cc2ccccc2)nc2ccccc12	9	-4	8	-3	-14	-2.8	x	x

Reprinted from the part before: 4 entries, followed by the next part.
SMILES	INS-1E GSIS act	Cneo AK release	FN deposition inh	PglD inh	C2C12 statin	CFTR F508del cor	miR122 inh	PGC1a acetyl inh
CC(C)Oc1ccc(N2CC(C(=O)OCC(=O)NCc3ccccc3)CC2=O)cc1 (stereo not drawn)	x	0	x	3	-3	x	2	-3
O=C(CCc1ccccc1)NC1CCS(=O)(=O)C1 (stereo not drawn)	23	-1	5	-3	-3	-4.7	x	x
CCOC(=O)c1[nH]c(C)c(CN(CCc2ccccc2)S(C)(=O)=O)c1C	9	0	-16	0	11	-3.2	1	-24
CCCNC(=O)CSc1nc(Cc2ccccc2)nc2ccccc12	9	-4	8	-3	-14	-2.8	x	x
C/C=C/c1cnc2c(c1)C(=O)N([C@H](C)CO)C[C@@H](C)[C@@H](CN(C)C(=O)c1ccc3c(c1)OCO3)O2	-1	1	-53	0	-12	-3.3	11[16.7 µM]	-4
O=C(CSc1ccccc1C(=O)NCCCN1CCCC1=O)NCc1ccco1	x	-1	x	4	-7	x	-4	10
O=C(COC(=O)C1(c2ccc(F)cc2)CCCC1)NCc1ccc2c(c1)OCO2	-11	-1	-7	-2	9	-1.5	14	-5
Cc1ccc(-c2noc(CCCc3ccccc3)n2)cc1	4	2	x	3	x	x	-1	4
O=C(CNCC1CCCCC1)Nc1ccccc1N1CCCCC1	x	1	-1	-2	2	x	20	-13
C[C@@H]1CN([C@@H](C)CO)C(=O)c2cc(NS(=O)(=O)c3cccs3)ccc2O[C@H]1CN(C)CC1CCCCC1	2	6	x	0	0	-2.0	8[16.7 µM]	x
Cc1cc(NC(=O)CN2CCCC(C)C2)n(-c2nc3ccccc3s2)n1 (stereo not drawn)	x	0	-1	8	x	x	-3	3
COc1ccc(C2=NOC(C)(c3nnc(Cc4ccccc4)o3)C2)cc1 (stereo not drawn)	-12	3	-4	4	-5	-0.6	-1	x
CC(C)NC(=O)C(c1ccc(F)cc1)N(C(=O)CCC(=O)Nc1ccccn1)c1cccc(F)c1 (stereo not drawn)	-7	0	1	-1	1	0.1	x	x
CN(C)C(=O)c1cccc(-c2ccc([C@H]3[C@H](CO)N4CCCCN(C(=O)C5CCCC5)C[C@@H]34)cc2)c1	x	-2	x	0	x	-3.2	-23[16.7 µM]	6
CCOc1ccc(C(=O)NCCCCNC(=O)c2ccc(OCC)cc2)cc1	-11	-1	4	-1	0	1.4	-6	-5
CCCn1c(O)c(N=NC(=O)CNC(=O)c2cccnc2)c2ccccc21	10	1	-1	-1	-5	2.0	5	-27
O=C(NCc1cc(Cl)cc(Cl)c1)c1csc([C@@H]2O[C@H](CO)[C@H](O)[C@H](O)[C@H]2O)n1	-2	0	-5	0	13	-4.4	3	-6
O=C(N/N=C/c1ccccn1)c1cc(-c2ccc(Br)cc2)nc2ccccc12	-5	x	22	x	x	-12	x	17
NC(=O)CSc1nnc2n(N)c(=O)c3ccccc3n12	19	2	-3	-1	1	-1.6	-2	11
CCOc1ccc(N2C(=O)CC(N3CCN(C(=O)c4ccco4)CC3)C2=O)cc1 (stereo not drawn)	x	0	-2	5	-2	x	3	-8
Cc1ccnc(NC(=O)C2CCN(S(=O)(=O)c3c(C)c(C)cc(C)c3C)CC2)c1	-38	-2	0	1	-53	1.8	54	-17
C[C@@H]1CN([C@H](C)CO)C(=O)c2cc(NS(=O)(=O)c3ccc(Cl)cc3)ccc2O[C@@H](C)CCCCO[C@@H]1CN(C)Cc1ccncc1	-22	-2	-18	-1	31	0.5	9[16.7 µM]	1
O=C(CCc1cn(Cc2ccc(F)cc2)c2ccccc12)N1CCOCC1	-8	-1	4	-7	-11	x	x	x
CN(CC(=O)Nc1c(Cl)cccc1Cl)C(=O)C1CSC2(C)CCC(=O)N12 (stereo not drawn)	19	0	5	-1	-2	0.5	-4	x
COc1ccc(N2CCN(Cc3cc4c(cc3O)CCC4)CC2)cc1	x	-1	10	2	16	x	-3	7
c1ccc2c(c1)ncc1cccn12	13	x	x	x	19	x	8	-14
CC[C@]12c3[nH]c4cc(-c5ccco5)ccc4c3CCN1C(=O)[C@@H](CC(=O)NCCCN(C)C)C[C@@H]2C(=O)N1CCN(C(=O)c2ccco2)CC1	-8	-2	3	-2	2	1.9	x	x
O=C(CCc1nc2ccccc2c(=O)[nH]1)NCc1ccco1	2	x	5	x	x	0.3	x	7

Next section (two carried over from the part before).
SMILES	INS-1E GSIS act	Cneo AK release	FN deposition inh	PglD inh	C2C12 statin	CFTR F508del cor	miR122 inh	PGC1a acetyl inh
CC[C@]12c3[nH]c4cc(-c5ccco5)ccc4c3CCN1C(=O)[C@@H](CC(=O)NCCCN(C)C)C[C@@H]2C(=O)N1CCN(C(=O)c2ccco2)CC1	-8	-2	3	-2	2	1.9	x	x
O=C(CCc1nc2ccccc2c(=O)[nH]1)NCc1ccco1	2	x	5	x	x	0.3	x	7
CCN1C(=O)c2cccc3c(S(=O)(=O)NC(Cc4c[nH]c5ccccc45)C(=O)O)ccc1c23 (stereo not drawn)	3	-2	x	x	4	x	-2	10
CN1[C@@H]2c3ccc(/C=C/c4ccccc4)c(=O)n3C[C@@H]2[C@@H](CO)[C@@H]1C(=O)N1CCOCC1	-5	-1	x	-1	4	-0.2	5[16.7 µM]	-17
Cc1cccc(S(=O)(=O)N2C[C@H](O)COC[C@H]3O[C@@H](CC(=O)Nc4ccccc4)CC[C@@H]32)c1	8	-1	11	-2	-12	0.1	-2[16.7 µM]	2
CC=Cc1ccc2n(c1=O)C[C@H]1[C@H](CO)[C@@H](C(=O)NCC3CC3)[C@@H]2N1C(=O)CC (mixture of isomers)	5	-1	x	-1	-6	-4.3	4[16.7 µM]	3
O=S(=O)(CCNC1CC1)NC1CCCCC1	4	-1	-8	0	-11	-1.0	2	x
COc1ccccc1Oc1ccc2c(c1)C(=O)N(c1ccccc1)C2=O	-24	0	-10	0	x	x	14	x
C[C@H](CO)N1C[C@H](C)[C@@H](CN(C)S(C)(=O)=O)Oc2ccc(NS(=O)(=O)c3ccc(F)cc3)cc2CC1=O	30	x	-1	x	x	-4.0	x	-3
CCOc1ccc(NC2CCCCC2NS(=O)(=O)c2ccccc2)cc1 (stereo not drawn)	-2	x	-7	x	14	-1.5	-2	-1
O=C(NC(C(=O)N/N=C/c1cc([N+](=O)[O-])ccc1O)c1n[nH]c(=O)c2ccccc12)c1ccccc1 (stereo not drawn)	-8	x	-23	x	-1	0.8	5	x
CC(C)CC(N)c1csc(Nc2ccc(C(=O)NCCO)cc2)n1 (stereo not drawn)	0	-2	0	10	-7	-4.8	3	-16
Cc1ccc(C)c(OCC(O)CNC2CCCC2)c1 (stereo not drawn)	-1	-3	1	-2	1	0.9	-2	5
OCCC1CN(Cc2cc(F)ccc2-n2cccn2)CCN1C1CCCC1 (stereo not drawn)	-8	-2	5	0	-17	1.5	7	-10

Full records, looked up by structure:
`CCN1C(=O)c2cccc3c(S(=O)(=O)NC(Cc4c[nH]c5ccccc45)C(=O)O)ccc1c23` (stereo not drawn) as listed: INS-1E GSIS act: 3; Cneo AK release: -2; FN deposition inh: x; PglD inh: x; C2C12 statin: 4; CFTR F508del cor: x; miR122 inh: -2; PGC1a acetyl inh: 10
`CN1[C@@H]2c3ccc(/C=C/c4ccccc4)c(=O)n3C[C@@H]2[C@@H](CO)[C@@H]1C(=O)N1CCOCC1` as listed: INS-1E GSIS act: -5; Cneo AK release: -1; FN deposition inh: x; PglD inh: -1; C2C12 statin: 4; CFTR F508del cor: -0.2; miR122 inh: 5[16.7 µM]; PGC1a acetyl inh: -17
`Cc1cccc(S(=O)(=O)N2C[C@H](O)COC[C@H]3O[C@@H](CC(=O)Nc4ccccc4)CC[C@@H]32)c1` as listed: INS-1E GSIS act: 8; Cneo AK release: -1; FN deposition inh: 11; PglD inh: -2; C2C12 statin: -12; CFTR F508del cor: 0.1; miR122 inh: -2[16.7 µM]; PGC1a acetyl inh: 2

Next part
SMILES	INS-1E GSIS act	Cneo AK release	FN deposition inh	PglD inh	C2C12 statin	CFTR F508del cor	miR122 inh	PGC1a acetyl inh
C/C=C/c1cnc2c(c1)C(=O)N([C@@H](C)CO)C[C@@H](C)[C@H](CN(C)Cc1ccncc1)O2	3	1	x	18	-11	1.5	4[16.7 µM]	x
O=C(N[C@H]1CC[C@@H](CCn2cc(-c3ccccn3)nn2)O[C@@H]1CO)c1ccc(F)cc1	16	10	x	0	8	-0.7	x	0
CN(C)c1ccc(/C=C(\NC(=O)c2ccccc2)C(=O)NCc2ccncc2)cc1	1	0	2	-2	2	-2.1	29	0
CSc1n[nH]c(NC2=CC(=O)CCC2)n1	x	-1	6	6	1	x	-9	-10
